# GSH bead fluor = GSH bead compound fluorescence profile | AID 1776 | 190,000 compounds, 0.25% hits | GSH beads flow cytometry, compound fluorescence 488/530 nm; hits give high values | fluorescence (KMESF) at 10 µM; in the data active means fluorescence above about 89;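 further: glutathione beads carrying GST-tagged Bcl family fusion proteins plus one bare bead set; values are compound well signal with DMSO vehicle wells as background; inactives centre near 16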
# ABCB1 block = blocks JC-1 efflux by human ABCB1 transporter. 190,000 compounds, 0.067% hits. inhibition, % at 6.6 µM. P08183. CCRF-Adr cells, flow cytometry; in the data active means inhibition above about 40%;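 further: 0% = vehicle and 100% = reference inhibitor; higher value means more JC-1 retained so stronger ABCB1 efflux block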
# Bim-Bcl-W = disrupts Bim peptide binding to human Bcl-W | AID 952 | 190,000 compounds, 0.02% hits | inhibition, % at 10 µM | bead-based flow cytometry | Q92843;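 further: 0% = bound tracer without compound and 100% = peptide blocker; higher means less fluorescent Bim peptide bound to Bcl-W beads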
# Target sequence (Q92843 whole entry, looked up): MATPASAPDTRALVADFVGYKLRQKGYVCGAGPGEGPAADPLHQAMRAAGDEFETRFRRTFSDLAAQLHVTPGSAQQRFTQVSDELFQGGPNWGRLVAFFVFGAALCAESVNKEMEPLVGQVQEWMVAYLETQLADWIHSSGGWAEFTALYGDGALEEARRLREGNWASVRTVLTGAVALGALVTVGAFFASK
# Bcl-XL Bim block = inhibitors of Bim-Bcl-XL interaction, human. Q07817. Bim peptide-Bcl-XL binding, bead flow cytometry, fluorescence. inhibition, % at 10 µM. 190,000 compounds, 0.04% hits. AID 1007
# Target sequence (Q07817 whole entry, looked up): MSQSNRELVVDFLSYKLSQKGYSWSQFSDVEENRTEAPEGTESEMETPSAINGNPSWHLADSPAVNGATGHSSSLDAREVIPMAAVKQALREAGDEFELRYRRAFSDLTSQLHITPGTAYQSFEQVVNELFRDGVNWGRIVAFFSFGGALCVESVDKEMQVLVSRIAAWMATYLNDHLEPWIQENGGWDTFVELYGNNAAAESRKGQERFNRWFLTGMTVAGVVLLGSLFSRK
# ABCG2 inh = inhibitors of human ABCG2 transporter, ABCB1 counter-screen | IgMXP3 cells, JC-1 efflux, flow cytometry | Q9UNQ0 | AID 1325 | 190,000 compounds, 0.1% hits | inhibition, % at 6.6 µM;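 active means inhibition above 80%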;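 further: 0% = DMSO and 100% = nicardipine control wells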
#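 Read-out basis: Efflux inhibition in percent versus controls | Test system: ABCG2 IgMXP3 and barcoded ABCB1 CCRF-Adr cell mix | Quantity: 3 million cells/mL in well | Schedule: 10 min at 25 °C | Control set: Nicardipine as high control, DMSO as low control | Reagent: JC-1 as fluorescent efflux pump substrate | Signal: Flow cytometry of retained JC-1 fluorescence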
# RGS8-Gao = human RGS8-Galphao interaction regulation; P09471; multiplexed bead flow cytometry, RGS8-Galphao binding; actives lie on both sides; response (percent of control binding), % at 10 µM; 220,000 compounds, 0.34% hits; AID 1423; in the data active means response below about 60% or above about 140%; inactive means in between;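 further: Galphao activated as the GDP aluminium fluoride complex binding bead-coupled RGS8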
# Target sequence (P09471 whole entry, looked up): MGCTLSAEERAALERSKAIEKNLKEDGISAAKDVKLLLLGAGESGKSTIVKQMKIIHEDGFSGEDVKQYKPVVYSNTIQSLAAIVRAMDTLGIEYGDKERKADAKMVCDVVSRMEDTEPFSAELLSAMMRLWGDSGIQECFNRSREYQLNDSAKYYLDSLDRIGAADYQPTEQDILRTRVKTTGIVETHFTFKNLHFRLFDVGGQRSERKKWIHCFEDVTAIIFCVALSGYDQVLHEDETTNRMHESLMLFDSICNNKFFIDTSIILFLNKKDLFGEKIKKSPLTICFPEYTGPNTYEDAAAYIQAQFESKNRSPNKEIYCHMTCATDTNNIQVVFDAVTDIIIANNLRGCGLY
# Bcl-2 Bim block = inhibitors of Bim-Bcl-2 interaction, human; Bead-based flow cytometry, Bim peptide-Bcl-2 binding; P10415; 190,000 compounds, 0.06% hits; inhibition, % at 10 µM; in the data active means inhibition above about 40%; inconclusive means no clear call, values can overlap the other calls;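 further: 0% = no compound wells with probe peptide and 100% = reference peptide inhibitor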
# RGS7-Gao = human RGS7-Galphao interaction regulation; P09471; Multiplexed bead flow cytometry, RGS7-Galphao binding; actives lie on both sides; binding response (% of control), % at 10 µM; 220,000 compounds, 0.35% hits; AID 1439; in the data active means binding response below about 49% or above about 150%; inconclusive means no clear call, values can overlap the other calls; inactive means in between;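 further: fluorescent Galphao held in activated GDP-AlF4 state binding bead-coupled RGS7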
# Bim-Bcl-B = inhibitors of Bim-Bcl-B interaction, human | 190,000 compounds, 0.073% hits | inhibition, % at 10 µM | bead-based flow cytometry, Bim peptide-Bcl-B binding | AID 951 | Q9HD36;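 further: 0% = tracer peptide without compound and 100% = reference inhibitor peptide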
# Target sequence (Q9HD36 whole entry, looked up): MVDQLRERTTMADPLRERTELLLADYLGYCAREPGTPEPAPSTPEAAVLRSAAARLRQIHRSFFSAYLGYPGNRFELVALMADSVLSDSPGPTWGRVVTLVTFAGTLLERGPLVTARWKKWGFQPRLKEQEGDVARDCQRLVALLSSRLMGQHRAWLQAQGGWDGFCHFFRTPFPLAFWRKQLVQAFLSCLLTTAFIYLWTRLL
# RGS4-Gao reg = human RGS4-Galphao interaction regulation; Multiplexed bead flow cytometry, RGS4-Galphao binding; actives lie on both sides; binding response (% of control), % at 10 µM; 220,000 compounds, 0.33% hits; in the data active means binding response below about 49% or above about 150%; inactive means in between;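 further: fluorescent Galphao activated with aluminum fluoride binding bead-coupled RGS4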
# Bfl-1 Bim block = human Bim-Bfl-1 interaction inhibition | 190,000 compounds, 0.12% hits | inhibition, % at 10 µM | AID 1008 | Bead-based flow cytometry, Bim-Bfl-1 binding inhibition;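 further: 0% = wells without compound plus tracer and 100% = blocker peptide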
# The depositor's hits bear a star; ? = inconclusive; . = not tested or not shown; [ ] = remark or other dose. Unless noted, no stated cut-off is given here; in the data, active means inhibition above about 40%. Hits appear at their usual frequency, and some 1.1% of all compounds hit somewhere here.
canonical_smiles | GSH bead fluor | ABCB1 block | Bim-Bcl-W | Bcl-XL Bim block | ABCG2 inh | RGS8-Gao | Bcl-2 Bim block | RGS7-Gao | Bim-Bcl-B | RGS4-Gao reg | Bfl-1 Bim block
CC(C)CC(NC(N)=O)C(=O)NCc1ccc(Cl)cc1 (configuration not stated) | 14 | 0.0 | -1 | 0 | -1 | 104 | -1 | ? | -2 | 104 | -6
COc1ccc2c(c1OC)C(=O)OC2CC(=O)O (configuration not stated) | 27 | 0.1 | -3 | 0 | 2 | 100 | -2 | 98 | -6 | 98 | 0
O=C(/C=C/c1ccc(Cl)cc1Cl)N1CCN(c2ccccc2[N+](=O)[O-])CC1 | 12 | 1.2 | -1 | -1 | 8 | 88 | 2 | 99 | -1 | 97 | 0
COC(=O)C(C)Sc1nnc(Cc2cc(=O)[nH]c(=O)[nH]2)n1-c1cccc(OC)c1 (configuration not stated) | 14 | 0.3 | -3 | -6 | 1 | 102 | -10 | 101 | -9 | 98 | -14
CCOC(=O)c1sc(=NC(=O)c2cccc(C)c2)n(C)c1C | 11 | 0.5 | -3 | -2 | 32 | 99 | 0 | 98 | -4 | 100 | -3
CN1/C(=C\C(=O)c2cncc(Br)c2)C(C)(C)c2ccccc21 | 10 | -0.2 | -1 | -3 | 3 | 106 | -2 | 103 | -9 | 104 | -3
CCOc1ccc2ccccc2c1CNc1nnnn1CC | 26 | 0.4 | -9 | 1 | 6 | 100 | -6 | 104 | -3 | 104 | -2
CC(C)(C)n1nnnc1C(c1ccncc1)N1CCN(c2ccc(O)cc2)CC1 (configuration not stated) | 23 | 0.4 | 1 | -2 | 2 | 96 | 0 | 100 | -1 | 98 | -2
CCOC(=O)c1nn(-c2ccccc2)c(=O)c2c(N)scc12 | 22 | -0.1 | 0 | -4 | 1 | 101 | -3 | 102 | -5 | 102 | 2
Cc1ccc(Cl)cc1N(CC(=O)NC1CCCCC1)S(C)(=O)=O | 14 | 3.9 | 2 | 3 | -4 | 247*[activator] | 3 | 197*[activator] | 2 | 180*[activator] | 0
CN1CCCN(C(=O)CC(c2ccccc2)c2ccccc2)CC1 | 19 | 1.4 | 3 | 1 | 9 | 102 | 0 | ? | -1 | 101 | -2
CC(C)N(Cc1nc2ccccc2[nH]1)C(C)C | 15 | 0.1 | -5 | -8 | 1 | 101 | -10 | 99 | -8 | 102 | -9
COc1ccc2[nH]c(=O)c(CN(CCO)C(=O)c3cccs3)cc2c1 | 19 | -0.2 | -1 | 0 | 0 | 103 | -2 | 99 | 0 | 104 | -1
COC(=O)c1cccc(N(C(=O)CNC(=O)c2ccco2)C(C(=O)NC2CCCC2)c2ccco2)c1 (configuration not stated) | 16 | -0.1 | 0 | -1 | 1 | 80 | 0 | 82 | -1 | 84 | -1
NC(=O)c1ccc(C23CC4CC(CC(C4)C2)C3)o1 | 6 | 0.5 | -3 | -2 | 3 | 118 | -3 | 96 | -8 | 101 | -2
CCN(CC)S(=O)(=O)c1ccc2c(c1)c(C(=O)O)cn2C | 14 | 0.2 | 0 | -3 | 1 | 99 | -2 | 93 | 0 | 83 | -1
Cc1ccc(C(=O)NC2CC3CCC(C2)N3Cc2ccco2)cc1 (configuration not stated) | 18 | -0.2 | -5 | -5 | -1 | 101 | -2 | 103 | -7 | 101 | -4
COc1ccc(Br)cc1CNC(=O)C1CCN(S(=O)(=O)N2CCCC2)CC1 | 21 | 2.3 | -3 | -10 | 21 | 99 | -12 | 101 | -9 | 99 | -6
Cc1cc(N2CCOCC2)ccc1/C=C1\NC(=O)N(Cc2ccccc2)C1=O | 18 | 0.5 | -2 | -1 | 2 | 102 | -4 | 93 | -3 | 98 | -6
CS(=O)(=O)NCCCNc1ccc(Cl)cc1[N+](=O)[O-] | 43 | -1.2 | 1 | -2 | 5 | 101 | -8 | 100 | -21 | 102 | -4
CCOC(=O)C1CCCCN1Cc1ccc(F)cc1 (configuration not stated) | 13 | 0.4 | -3 | -1 | 3 | 100 | -10 | 101 | -8 | 100 | -16
O=S(=O)(Nc1cccnc1)c1ccc(C2CCCCC2)cc1 | 22 | 1.0 | -3 | -1 | 3 | 102 | -5 | 95 | 0 | 102 | 0
C[C@@H](c1ncncc1F)[C@](O)(Cn1cncn1)c1ccc(F)cc1F | 70 | . | 0 | 0 | . | 104 | -4 | 104 | -1 | 99 | -1
CC(C)(CO)N=Cc1c(O)[nH]c2ccccc12 | 10 | 0.2 | -2 | -5 | 0 | 99 | 0 | 97 | -2 | 95 | 1
O=C(Cc1ccccc1)Nc1ccccc1N1CCOCC1 | 10 | 0.1 | -2 | 0 | 1 | 100 | -5 | 102 | -1 | 99 | -1
CCN(Cc1ccncc1)Cc1cn(C)nc1-c1ccc(Oc2ccccc2)cc1 | 9 | 3.1 | -1 | 0 | 5 | 98 | 1 | 93 | -2 | 97 | -3
c1ccc(CCc2nc(-c3ccccc3)no2)cc1 | 10 | 0.4 | -2 | -2 | 2 | 99 | -1 | 101 | -4 | 102 | -2
Cn1c2c(c(=O)n(C)c1=O)[C@@]1(C(=O)Nc3ccccc31)C(C#N)=C(N)O2 | 11 | -1.2 | -2 | -6 | -3 | 99 | 0 | 91 | -3 | 102 | -1
Fc1ccc(-c2nc3cnccn3c2NC2CCCC2)cc1 | 14 | -0.8 | 1 | 0 | 26 | 105 | -3 | 106 | -1 | 106 | -2
COc1ccc(-c2noc(CCC(=O)NCc3cccnc3)n2)cc1 | 11 | 0.3 | 5 | 1 | 2 | 95 | 2 | 106 | 2 | 101 | 4

# Quoted at random: two records from the list.
canonical_smiles | GSH bead fluor | ABCB1 block | Bim-Bcl-W | Bcl-XL Bim block | ABCG2 inh | RGS8-Gao | Bcl-2 Bim block | RGS7-Gao | Bim-Bcl-B | RGS4-Gao reg | Bfl-1 Bim block
O=C(Cc1ccccc1)Nc1ccccc1N1CCOCC1 | 10 | 0.1 | -2 | 0 | 1 | 100 | -5 | 102 | -1 | 99 | -1
COc1ccc2c(c1OC)C(=O)OC2CC(=O)O (configuration not stated) | 27 | 0.1 | -3 | 0 | 2 | 100 | -2 | 98 | -6 | 98 | 0

# Next section:
canonical_smiles | GSH bead fluor | ABCB1 block | Bim-Bcl-W | Bcl-XL Bim block | ABCG2 inh | RGS8-Gao | Bcl-2 Bim block | RGS7-Gao | Bim-Bcl-B | RGS4-Gao reg | Bfl-1 Bim block
CCN(CC)c1ccc(CNC23CN4CN(CN(C4)C2)C3)cc1 | 24 | 0.9 | 0 | -10 | 2 | 98 | -9 | 102 | -7 | 101 | -11
CCOC(=O)c1c(-c2ccc(OC)cc2)csc1NC(=O)CCN1C(=O)c2ccccc2C1=O | 13 | 1.1 | 3 | -1 | 5 | 86 | 3 | 125 | -15 | 81 | 5
CC(=O)c1cc(-c2ccccc2)n(CC(=O)Nc2ccc(C)c(C)c2)c1C | 7 | 2.3 | -6 | -8 | 14 | 93 | -1 | 91 | -8 | 91 | -2
CCc1ccc(N(C(=O)c2csnn2)C(C(=O)NC(C)(C)CC)c2cccnc2)cc1 (configuration not stated) | 20 | 0.0 | 0 | -2 | 0 | 101 | -1 | 98 | -7 | 100 | -6
COc1cc(S(=O)(=O)N(Cc2cccs2)CC2CCCO2)ccc1-n1cnnn1 (configuration not stated) | 17 | 1.1 | 0 | -6 | 4 | 102 | -12 | 126 | -9 | 97 | -13
Cc1ccc(C)c(NC(=O)CCC(=O)NNC(=S)Nc2ccccc2)c1 | 14 | -0.1 | 0 | -2 | 0 | 103 | -2 | ? | -17 | 105 | -1
c1ccc2nc3c(nc2c1)CCc1nonc1-3 | 27 | 0.6 | 7 | 12 | 43 | 97 | 7 | 95 | 9 | 98 | 13
CCOc1c(Cl)cc(CNCC(C)C)cc1OC | 13 | 0.5 | 0 | -2 | 1 | 104 | -3 | 104 | -2 | 101 | 0
CCc1ccc(S(=O)(=O)Nc2cccc(-c3ccc4nncn4n3)c2)s1 | 9 | -0.1 | -3 | -7 | 4 | 86 | 1 | 84 | 3 | 85 | 5
COC(=O)C1C(=O)C2=C(CC1C)NC(=O)CC2c1cccc(C)c1 (configuration not stated) | 10 | 0.5 | 2 | 0 | 4 | 97 | -1 | 98 | -6 | 90 | -6

# An excerpt from above with just Bfl-1 Bim block and GSH bead fluor:
mol	Bfl-1 Bim block	GSH bead fluor
CC(=O)c1cc(-c2ccccc2)n(CC(=O)Nc2ccc(C)c(C)c2)c1C	-2	7
CCc1ccc(N(C(=O)c2csnn2)C(C(=O)NC(C)(C)CC)c2cccnc2)cc1 (configuration not stated)	-6	20
COc1cc(S(=O)(=O)N(Cc2cccs2)CC2CCCO2)ccc1-n1cnnn1 (configuration not stated)	-13	17
Cc1ccc(C)c(NC(=O)CCC(=O)NNC(=S)Nc2ccccc2)c1	-1	14
c1ccc2nc3c(nc2c1)CCc1nonc1-3	13	27

# Arranged by count of non-hydrogen atoms (falling): part of the list above
canonical_smiles | GSH bead fluor | ABCB1 block | Bim-Bcl-W | Bcl-XL Bim block | ABCG2 inh | RGS8-Gao | Bcl-2 Bim block | RGS7-Gao | Bim-Bcl-B | RGS4-Gao reg | Bfl-1 Bim block
CCc1ccc(S(=O)(=O)Nc2cccc(-c3ccc4nncn4n3)c2)s1 | 9 | -0.1 | -3 | -7 | 4 | 86 | 1 | 84 | 3 | 85 | 5
COC(=O)C1C(=O)C2=C(CC1C)NC(=O)CC2c1cccc(C)c1 (configuration not stated) | 10 | 0.5 | 2 | 0 | 4 | 97 | -1 | 98 | -6 | 90 | -6
CCOc1c(Cl)cc(CNCC(C)C)cc1OC | 13 | 0.5 | 0 | -2 | 1 | 104 | -3 | 104 | -2 | 101 | 0

# Remaining list, next part:
canonical_smiles | GSH bead fluor | ABCB1 block | Bim-Bcl-W | Bcl-XL Bim block | ABCG2 inh | RGS8-Gao | Bcl-2 Bim block | RGS7-Gao | Bim-Bcl-B | RGS4-Gao reg | Bfl-1 Bim block
OCCN(Cc1ccccc1)Cc1ccccc1O | 25 | 0.2 | -1 | -3 | 3 | 98 | -3 | 99 | -4 | 101 | -6
Cc1ccc(C2=NN(C(=O)CCl)C(c3cccs3)C2)o1 (configuration not stated) | 11 | 0.0 | -3 | -4 | 0 | 100 | -7 | 102 | -5 | 104 | -8
COc1ccc(-c2nnc(SC(C)C(=O)Nc3cccc(Cl)c3)o2)cc1 (configuration not stated) | 28 | 2.3 | -5 | -8 | 43 | 77 | -5 | 90 | -6 | 89 | -4
CCC(Oc1ccccc1)C(=O)Nc1ccc(S(=O)(=O)Nc2cnc3ccccc3n2)cc1 (configuration not stated) | 18 | -0.4 | 0 | -6 | -2 | 102 | -3 | 103 | -1 | 104 | -3
